GSIS activator = GLuc luminescence reporter in INS-1E cells, primary screen for activators of glucose-dependent secretion of insulin. activation, % at 16.6 µM. hit rate 0.61% among 370,000. INS-1E GLuc reporter insulin secretion, 2-3 h;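 active = lowest replicate activation of at least 40%, so every replicate reaches that level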;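 also: 0% = median of neutral control wells and 100% = median of IBMX positive control wells; some compounds called inactive have numbers as strong as hits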
esBAF inh = inhibitors of esBAF chromatin remodeling in mouse ES cells; Bmi1-luciferase knock-in reporter, 24 h; 100% = twice the neutral-well signal; reporter increase, % at 12.5 µM; hit rate 2% among 350,000; AID 602393; in the data active = activation above about 40%;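 also: 0% = median of the plate's neutral control wells and 100% = double that signal; a rise in the Bmi1 reporter signal indicates esBAF inhibition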
F508del corr = correctors of CFTR F508del function in bronchial epithelial cells | activity (quench increase), % at 7.58 µM | hit rate 0.36% among 350,000 | CFBE cells, YFP halide quenching; stimulated with forskolin plus potentiator P3; % fluorescence drop versus neutral controls;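 active = mean added fluorescence quench of at least 8% versus neutral control, with both replicates also reaching 8%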;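 also: cells transiently co-express mutant CFTR-F508del with the halide-sensitive YFP; corrector assay measuring rescue of mutant channel to the surface after 24 h compound exposure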
RAD54 inh = blocks human RAD54 Holliday junction branch migration. Q92698. FAM/BHQ fluorescence. inhibition, % at 10.4 µM. hit rate 0.14% among 360,000. AID 602329;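 active = mean normalized replicate activity at least 40 and at least half of replicates scoring 40 or more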;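 also: 0% = median of neutral control wells and 100% = median of positive control wells; inhibitors cause a drop in the FAM fluorescence signal; in these data hits start at about 50%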
XiGFP reactiv = activators of X-chromosome reactivation in mouse fibroblasts | XiGFP mouse fibroblasts, % GFP-positive cells imaging, 3 d; cells co-treated with 5-aza-dC sensitizer; scaled so ellipticine positive control = 100% | activation, % at 7.58 µM | hit rate 0.055% among 360,000;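 active = mean normalized replicate activation at least 10% and every replicate at or above 10%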;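 also: 0% = median of on-plate neutral control wells and 100% = ellipticine 6 µM median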
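material = 68-5-11 XiGFP fibroblast line | medium = DMEM plus 5-aza-dC sensitizer | schedule = 3 days compound exposure | benchmarks = positive control ellipticine, 6 µM final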
ERAP1 HTS inh = blocks human ERAP1 aminopeptidase activity. Q9NZ08. inhibition, % at 10.7 µM. AID 652197. hit rate 0.15% among 340,000. recombinant ERAP1, Leu-AMC fluorescence, 60 min;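 active = mean replicate inhibition of at least 30%, or all replicates individually reaching that 30% level; inactive = mean below 30% and not every replicate reaching it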;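 also: 0% = neutral control wells and 100% = L-leucinethiol positive control wells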
Target sequence (Q9NZ08 whole entry, looked up): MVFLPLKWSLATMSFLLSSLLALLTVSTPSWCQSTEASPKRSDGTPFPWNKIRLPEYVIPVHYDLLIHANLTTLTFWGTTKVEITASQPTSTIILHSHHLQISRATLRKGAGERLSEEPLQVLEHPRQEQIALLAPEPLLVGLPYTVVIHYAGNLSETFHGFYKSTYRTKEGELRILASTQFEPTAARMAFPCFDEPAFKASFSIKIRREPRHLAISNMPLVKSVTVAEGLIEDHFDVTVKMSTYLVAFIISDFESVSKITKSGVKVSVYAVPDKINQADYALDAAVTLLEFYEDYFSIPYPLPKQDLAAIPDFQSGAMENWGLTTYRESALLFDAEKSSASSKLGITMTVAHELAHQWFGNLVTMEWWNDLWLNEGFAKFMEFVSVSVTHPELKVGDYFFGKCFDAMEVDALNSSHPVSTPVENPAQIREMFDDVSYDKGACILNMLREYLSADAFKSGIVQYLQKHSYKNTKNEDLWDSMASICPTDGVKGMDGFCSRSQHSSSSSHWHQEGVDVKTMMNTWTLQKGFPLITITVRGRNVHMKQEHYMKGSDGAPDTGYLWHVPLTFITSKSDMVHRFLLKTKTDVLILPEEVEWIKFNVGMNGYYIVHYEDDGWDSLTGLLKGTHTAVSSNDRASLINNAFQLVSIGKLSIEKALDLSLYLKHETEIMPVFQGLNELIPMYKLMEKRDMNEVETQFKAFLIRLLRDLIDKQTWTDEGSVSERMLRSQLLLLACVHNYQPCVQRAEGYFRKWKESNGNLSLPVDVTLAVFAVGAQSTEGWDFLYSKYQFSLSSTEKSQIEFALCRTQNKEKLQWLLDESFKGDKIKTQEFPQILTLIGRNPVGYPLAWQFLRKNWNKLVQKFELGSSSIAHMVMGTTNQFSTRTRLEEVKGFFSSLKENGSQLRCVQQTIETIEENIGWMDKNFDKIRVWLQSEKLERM
ARNT-TACC3 inh = ARNT/TACC3 interaction disruption; inhibition, % at 9.99 µM; hit rate 0.66% among 390,000; AlphaScreen His-ARNT PAS-B/GST-TACC3 binding, luminescence; TACC3 fragment carries E629A point mutation; AID 623870;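 active = mean inhibition of replicates at least 50% and at least half of replicates each reaching 50%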;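 also: 0% = complete ARNT plus TACC3 wells and 100% = ARNT alone without TACC3; many hits fall short of the cut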
RAD52 inh = blocks human RAD52 DNA annealing; P43351; recombinant RAD52 DNA annealing, FRET fluorescence; inhibition, % at 18.7 µM; hit rate 0.46% among 360,000;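 active = every replicate showing at least 50% inhibition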
Active calls of the source: *; i = inactive; / = not tested or not shown.

SMILES	GSIS activator	esBAF inh	F508del corr	RAD54 inh	XiGFP reactiv	ERAP1 HTS inh	ARNT-TACC3 inh	RAD52 inh
Cc1ccc(S(=O)(=O)N2CCCN(c3nccc(C(F)(F)F)n3)CC2)cc1	-21	/	-0.8	-19	0.0	2	-7	-5
C[C@@H]1CN([C@H](C)CO)C(=O)c2cc(NC(=O)c3ccccc3)ccc2O[C@@H](C)CCCCO[C@@H]1CN(C)S(=O)(=O)c1ccccc1	3	3	-0.3	-15	-0.1	-3	7	-39
CCCCNC(=O)N1CCC(CCC(=O)N(C)Cc2ccccc2)CC1	-6	-5	0.2	-7	0.2	-1	-1	-15
Cc1oc(-c2ccccc2)nc1C(=O)OCC(=O)NC(C)c1ccccc1 (stereo unspecified)	-5	0	-0.4	-4	0.0	-1	/	-13
CN(C)CCNc1ccc2ncn3c4ccc(O)cc4c(=O)c1c23	/	/	21*	/	0.6	33*	58*	i
COC1C(C)=C(C)C(=O)N1Cc1ccccc1 (stereo unspecified)	16	-2	1.5	3	0.0	4	-2	1
Cc1ccc2c(CC(=O)NCC(C)(C)N3CCOCC3)coc2c1	3	-7	0.3	-1	-0.1	-3	-2	-13
COc1ccc2[nH]c(C(=O)O)c(NS(=O)(=O)c3ccc(C)cc3C)c2c1	25	3	-2.7	2	0.2	3	7	-20
CCCCn1c(N)c(N(CCC(C)C)C(=O)C2CC(=O)N(c3cccc(SC)c3)C2)c(=O)[nH]c1=O (stereo unspecified)	6	3	0.5	-15	0.3	11	-12	-12
CCc1ccccc1NC(=O)NC(C)c1ccc2c(c1)OCO2 (stereo unspecified)	-3	0	3.2	5	0.1	1	-3	-11
O=C(NCc1nnc(SCC(=O)N2CCOCC2)o1)c1cccs1	-4	/	1.6	/	0.0	11	/	-9
C[C@@H]1CN([C@H](C)CO)C(=O)c2cc(C3=CCCC3)cnc2O[C@H]1CN(C)Cc1cccnc1	3	-8	1.3	-2	-0.1	1	-2	8
CCCCC(=O)Nc1ccc(NC(=S)NC(=O)c2ccco2)cc1OC	7	/	1.5	1	0.0	/	1	-8
Cc1cccc(NC(=S)N2CCN(S(=O)(=O)c3ccccc3)CC2)c1	0	4	2.3	-7	0.0	-3	-1	-14
Nc1ccccc1C(=O)N1CCc2ccccc21	/	30	-1.2	-11	0.0	-2	-2	-39
Cc1ccc(Cn2c(N/N=C/c3ccncc3)nc3c2c(=O)n(C)c(=O)n3C)cc1	/	/	-0.5	11	0.0	0	5	-7
O=C(C[C@H]1CC[C@@H](NC(=O)c2cnccn2)[C@@H](CO)O1)NCc1ccccc1F	6	4	-1.5	0	-0.2	0	10	-8
O=C(COC(=O)c1ccccc1[N+](=O)[O-])c1ccc2c(c1)OCO2	14	-11	-2.2	4	-0.1	-2	1	-15
CCc1noc(C)c1C(=O)Nc1nnc(C(CC)CC)s1	6	-1	0.4	2	0.0	5	3	-5
CCCCC#Cc1cncc(C(=O)N/N=C/c2cccc(OC)c2)c1	-13	-6	-0.5	/	0.1	4	-2	-4
COCCNCc1ccccc1[N+](=O)[O-]	-6	2	-2.0	-3	0.0	-2	2	-13
C/C(=N\NC(=O)c1ccc2c(c1)OCO2)c1ccco1	-4	-23	-0.3	1	0.1	1	0	-14
Cc1ccc(S(=O)(=O)N2CCOCC2)cc1NC(=O)CN(C)CC(=O)Nc1cccc(F)c1	-2	1	-0.2	1	0.2	2	/	-12
CCC(=O)N1CC(=O)N2[C@H](CO)[C@@H](c3ccc(C#CC4CCCCC4)cc3)[C@H]2C1	-17	/	1.2	/	0.2	-1	/	-2
COc1cc2sc3ccc(-c4ccc5[nH]ccc5c4)cc3c(=O)c2cc1OC	7	51*	2.1	-1	0.0	/	12	/
Cc1cc(Cl)ccc1OCC(=O)NCCOC(=O)Nc1sc(=S)n(C)c1C	11	/	/	/	0.0	2	-5	-3
COc1ccc(S(=O)(=O)Nc2ccc3c(c2)C(=O)N([C@H](C)CO)C[C@@H](C)[C@H](CN(C)C(=O)NC2CCCCC2)O3)cc1	12	-2	0.3	6	-0.2	3	-2	3
Cc1cc(S(=O)(=O)Nc2c(C)ccc3nsnc23)ccc1F	-25	-8	0.4	-11	/	4	-11	-9
CCc1cccc(CC)c1NC(=O)C1CSC2(C)CCC(=O)N12 (stereo unspecified)	14	-2	-2.1	-4	0.2	2	-12	9
Cc1cccc(S(=O)(=O)N2C[C@H](O)COC[C@@H]3O[C@H](CC(=O)NCc4ccncn4)CC[C@H]32)c1	8	-2	-0.2	1	0.0	-1	1	4
Cc1ccccc1C(=O)OC(C)CN1CCN(C)CC1 (stereo unspecified)	-1	7	-0.7	-4	0.4	-1	-4	-23
Cc1cc(C(=O)CS(=O)(=O)c2ccc(Cl)cc2)cc(C)c1O	-20	/	/	/	0.4	-1	-9	-10
CCCCCC(=O)Nc1cccc(C2=NOC3(C2)C[C@@H](C(N)=O)N(C(=O)Cc2ccc([N+](=O)[O-])cc2)C3)c1 (stereo partly specified)	-4	-3	4.2	1	-0.1	2	1	-24
CN(C)CCCCCN(C)Cc1cc2ccccc2o1	0	/	-3.4	/	0.0	-1	3	-10
CC(=O)Oc1ccc(-c2cc3ccc(OC(C)=O)cc3oc2=O)cc1	/	/	0.0	0	0.0	-4	-5	-11
COc1ccc(C(=O)NCc2nnc(SCC(=O)Nc3cccc(F)c3)o2)cc1	-33	/	-1.0	/	0.2	-1	/	-8
CCOC(=O)C1=C(C)N(C[C@@H]2CC[C@@H](Cc3ccc4cc(OC)ccc4c3)O2)C(=O)NC1c1ccc(OC)cc1 (stereo partly specified)	-11	-6	-2.8	-1	0.3	2	-11	-12
CC1(Cc2cccc(C#N)c2)C(=O)Nc2ccc(-c3cccc(C(F)(F)F)c3)cc21 (stereo unspecified)	-1	-1	1.3	-8	0.0	0	/	1
O=C(Nc1ccc2c(c1)OCO2)N[C@@H]1CC[C@@H](CC(=O)N2CCN(c3ccccc3)CC2)O[C@@H]1CO	5	-3	-1.5	-6	0.2	0	-3	-4
CCN(CC)c1nc2c(c(=O)[nH]c(=O)n2C)n1CCOc1ccccc1	24	-3	0.4	-6	0.0	-1	-6	-2
Clc1ccc2oc3c(Cl)ncnc3c2c1	12	/	/	/	0.0	3	-2	1
O=C1CN(C(=O)c2ccc(Br)o2)C(c2ccccc2)c2cc(Cl)ccc2N1 (stereo unspecified)	-11	2	-3.3	6	0.0	0	1	-1
N#CCCN(C(=O)COC(=O)C12CC3CC(CC(O)(C3)C1)C2)c1ccc(F)cc1	/	1	0.5	-2	0.0	-1	-4	-4
C[C@]12CCC[C@H](O1)c1c(cc3c(c1O)C(=O)c1c(O)cc(O)cc1C3=O)O2	/	27	-3.5	-7	/	/	12	/
FC(F)(F)c1ccc(-n2cnc3ccccc32)nc1	1	5	-1.2	-7	0.0	0	/	-9
C[C@H]1CN([C@@H](C)CO)C(=O)c2cc(C#CCN(C)C)cnc2O[C@@H]1CN(C)C(=O)NC1CCCCC1	24	-3	/	-6	-0.6	-3	-13	0
CC(C)CC#Cc1ccc2c(c1)O[C@H](CN(C)C(=O)NC1CCCC1)[C@@H](C)CN([C@@H](C)CO)S2(=O)=O	4	0	2.4	-6	-1.1	-2	-1	23
CN1[C@@H]2c3ccc(-c4ccccc4F)c(=O)n3C[C@@H]2[C@@H](CO)[C@@H]1C(=O)NCc1ccc(F)cc1	-5	5	1.5	-7	0.3	2	-5	1
Cc1ccccc1-c1csc(C(O)c2ccc(F)cc2)n1 (stereo unspecified)	-23	20	3.3	2	0.0	-1	/	-7
COc1ccc2oc(=Nc3cc(F)ccc3F)c(C(N)=O)cc2c1	-1	/	6.0	/	0.0	4	0	1
Cc1nn(-c2ccccc2)c(C)c1C(=O)Nc1ccc(N2CCOCC2)cc1	-13	/	-3.2	/	0.0	-1	-5	-15
C[C@H]1CN([C@@H](C)CO)C(=O)c2cc(C#Cc3ccc(F)cc3)cnc2O[C@@H]1CN(C)C(=O)Nc1ccc(F)cc1	/	/	3.2	2	/	4	-3	-10
Cn1nc(C(F)(F)F)c(C#N)c1N1CCN(c2ccccn2)CC1	-16	/	-0.4	/	0.0	1	5	-23
COc1ccc(CC2(CO)CCN(Cc3cccnc3)CC2)cc1	-1	6	-3.4	6	0.0	-2	-34	-7
COc1cccc(/C=N/NC(=O)CSc2cccc3cccnc23)c1	10	/	-5.1	5	0.4	/	96*	-17
CC(C)CCn1c(=O)c2ccccc2n2c(CCC(=O)NC3CCN(Cc4ccccc4)CC3)nnc12	29	-5	0.3	-1	-0.1	-1	5	2
CCOC(=O)C1(C)CCCCCN1C(=O)c1ccc(C(=O)OC)cc1 (stereo unspecified)	20	-3	0.0	-12	0.2	3	/	-7
COc1ccc(NC(=O)Nc2ccc3c(c2)[C@H]2C[C@H](CC(=O)N(C)C)O[C@H](CO)[C@H]2O3)cc1	22	-2	1.0	-4	0.0	-2	1	-5
COC(=O)c1cc2c(c3c4cc(OC)ccc4n(S(=O)(=O)c4ccc(OC)cc4)c13)C(=O)N(Cc1ccccc1OC)C2	/	/	2.4	/	-0.1	-2	/	-45
COCCCN(Cc1ccco1)C(=O)c1cc2c(s1)-c1ccc(Cl)cc1S(=O)(=O)C2	-3	6	-2.8	-5	0.1	1	-6	-3

Continued.
SMILES	GSIS activator	esBAF inh	F508del corr	RAD54 inh	XiGFP reactiv	ERAP1 HTS inh	ARNT-TACC3 inh	RAD52 inh
COc1ccc(C(=O)N/C(=C\c2ccccc2)C(=O)Nc2ccccc2C(=O)O)cc1	-8	/	0.2	/	0.4	1	2	-8
CCC(=O)Nc1ccc2c(c1)C(=O)N(C)C[C@H](OC)[C@H](C)CN(CC1CCCCC1)[C@@H](C)CO2	23	1	2.6	2	0.1	-2	-6	16
COC(=O)C1=C(C)NC(C)=C(C(=O)OCC2CCCO2)C1c1cccc(Cl)c1 (stereo unspecified)	-46	-10	3.9	-1	0.0	5	-26	-8
COc1ccccc1-c1nc(N)n[nH]1	3	/	-1.5	/	0.3	-4	-6	-11
COCC(=O)Nc1ccc2c(c1)C(=O)N(C)C[C@H](OC)[C@H](C)CN(Cc1ccccc1F)[C@H](C)CO2	-14	-5	-0.7	-4	0.0	0	-8	-13
CCCc1nc2oc3ccccc3c(=O)c2c(=O)n1-c1ccc(C)cc1	2	/	0.4	-1	0.0	6	/	-18
COc1cc(CNc2ncn[nH]2)cc(Br)c1OC	6	7	/	-7	/	/	-5	/
O=C(c1ccc(N2CCCC2=O)cc1)N1CCN(c2ccccc2F)CC1	5	3	0.9	14	0.0	1	2	-2
Cc1cccc(/C=C2\CCC(C3CCCC3)C2=O)c1 (stereo unspecified)	2	20	-5.0	-2	-0.1	1	0	-17
CCCCNC(=O)CSc1nc(N)c(C(=O)Nc2ccc(OC)cc2)s1	10	/	-0.4	/	-0.1	5	-3	-16
CCC(CC)c1nnc(NC(=O)CCc2ccccc2)s1	5	8	-1.8	2	0.0	-1	-1	-14

An excerpt from above in order of length of the SMILES, high to low.
SMILES	GSIS activator	esBAF inh	F508del corr	RAD54 inh	XiGFP reactiv	ERAP1 HTS inh	ARNT-TACC3 inh	RAD52 inh
COCC(=O)Nc1ccc2c(c1)C(=O)N(C)C[C@H](OC)[C@H](C)CN(Cc1ccccc1F)[C@H](C)CO2	-14	-5	-0.7	-4	0.0	0	-8	-13
CCC(=O)Nc1ccc2c(c1)C(=O)N(C)C[C@H](OC)[C@H](C)CN(CC1CCCCC1)[C@@H](C)CO2	23	1	2.6	2	0.1	-2	-6	16
COC(=O)C1=C(C)NC(C)=C(C(=O)OCC2CCCO2)C1c1cccc(Cl)c1 (stereo unspecified)	-46	-10	3.9	-1	0.0	5	-26	-8
CCCCNC(=O)CSc1nc(N)c(C(=O)Nc2ccc(OC)cc2)s1	10	/	-0.4	/	-0.1	5	-3	-16
CCC(CC)c1nnc(NC(=O)CCc2ccccc2)s1	5	8	-1.8	2	0.0	-1	-1	-14
COc1ccccc1-c1nc(N)n[nH]1	3	/	-1.5	/	0.3	-4	-6	-11
